M4 antag = CHRM4 antagonism in calcium assay; inhibition, % at 3 µM; CHO-hM4 cells, ACh EC80, Fluo-8 calcium fluorescence; actives 0.73% (n = 360,000); AID 624125;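 active = inhibition above its plate's cutoff, the mean inhibition of sample wells plus 3 SD, cut at about 27% in these data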;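 note: 0% = acetylcholine EC80 with DMSO and 100% = DMSO without agonist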
Target sequence (P08173 whole entry, looked up): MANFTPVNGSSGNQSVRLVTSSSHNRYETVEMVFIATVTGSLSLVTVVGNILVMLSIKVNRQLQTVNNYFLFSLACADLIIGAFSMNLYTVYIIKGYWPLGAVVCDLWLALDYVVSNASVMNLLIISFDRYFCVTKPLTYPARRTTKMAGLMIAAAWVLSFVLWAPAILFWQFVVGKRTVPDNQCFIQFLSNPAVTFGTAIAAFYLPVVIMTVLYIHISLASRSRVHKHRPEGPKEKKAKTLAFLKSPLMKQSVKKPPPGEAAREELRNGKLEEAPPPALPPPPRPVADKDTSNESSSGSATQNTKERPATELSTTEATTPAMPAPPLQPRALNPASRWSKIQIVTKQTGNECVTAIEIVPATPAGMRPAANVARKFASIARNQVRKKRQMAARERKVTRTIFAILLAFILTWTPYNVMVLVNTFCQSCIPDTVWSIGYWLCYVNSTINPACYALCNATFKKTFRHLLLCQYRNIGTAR
M4 PAM = potentiates acetylcholine response at human M4 receptor. P08173. CHO-K1 hM4/Gqi5, Fluo-8 calcium fluorescence, ACh EC20; 0% = ACh EC20, 100% = maximal ACh. activation, % at 3 µM. actives 0.4% (n = 360,000);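 active = activation above its plate's cutoff, the mean activation of sample wells plus 3 SD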; note: some results filed as inactive read as strong as hits
CHO-K1 Ca antag = M1 antagonist counterscreen hit in parental CHO-K1 cells. ATP-induced calcium, Fluo-8 fluorescence. actives 0.6% (n = 360,000). inhibition, % at 3 µM. AID 602250;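 active = inhibition above a per-plate cutoff, the plate's mean sample inhibition plus 3 SD, cut at about 24% in these data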;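 note: 0% = DMSO plus EC80 ATP and 100% = DMSO alone without ATP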
M5 ag = agonists of human muscarinic M5 receptor (CHRM5). activation, % at 3 µM. P08912. actives 0.19% (n = 360,000). CHO-K1 hM5 cells, Fluo-8 calcium fluorescence; 0% DMSO wells, 100% maximal acetylcholine response. AID 624037;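 active = activation above the run's mean over test compounds plus 3 SD, cut at about 23% in these data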;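 note: signal is peak over basal fluorescence ratio across the kinetic read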
Target sequence (P08912 whole entry, looked up): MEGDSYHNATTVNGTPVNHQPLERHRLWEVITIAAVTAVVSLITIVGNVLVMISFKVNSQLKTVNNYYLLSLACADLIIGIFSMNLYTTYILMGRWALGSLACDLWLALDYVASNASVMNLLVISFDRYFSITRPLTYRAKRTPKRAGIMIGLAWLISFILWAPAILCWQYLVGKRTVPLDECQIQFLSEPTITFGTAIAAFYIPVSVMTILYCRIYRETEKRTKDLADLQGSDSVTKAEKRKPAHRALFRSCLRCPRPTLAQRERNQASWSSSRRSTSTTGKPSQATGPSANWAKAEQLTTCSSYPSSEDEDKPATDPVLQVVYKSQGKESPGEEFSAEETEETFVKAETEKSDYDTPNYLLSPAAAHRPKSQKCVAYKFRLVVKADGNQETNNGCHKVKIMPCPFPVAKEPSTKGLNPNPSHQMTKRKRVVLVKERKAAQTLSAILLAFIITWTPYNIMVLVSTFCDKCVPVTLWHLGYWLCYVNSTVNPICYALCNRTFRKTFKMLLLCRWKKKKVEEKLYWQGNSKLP
M4 ag = agonists of human muscarinic M4 receptor (CHRM4). P08173. CHO-K1 hM4/Gqi5, Fluo-8 calcium fluorescence; vehicle 0%, full acetylcholine response 100%. activation, % at 3 µM. actives 0.14% (n = 360,000);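 active = activation above the run mean over all test wells plus 3 SD, cut at about 32% in these data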;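 note: peak over basal fluorescence ratio per well then scaled between controls; 0% = DMSO wells and 100% = acetylcholine at EC100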
M5 antag = antagonists of human muscarinic M5 receptor (CHRM5). P08912. CHO-hM5 cells, Fluo-8 calcium fluorescence, ACh EC80. inhibition, % at 3 µM. actives 0.59% (n = 360,000);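 active = inhibition above a per-plate cutoff, the mean of that plate's test compounds plus 3 SD, cut at about 27% in these data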;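 note: 0% = acetylcholine EC80 with DMSO and 100% = DMSO without agonist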
M1 PAM parental = counter-screen for M1 PAMs: effect in parental CHO-K1 cells; ATP EC20, Fluo-8 calcium fluorescence; 0% at ATP EC20, 100% at ATP max; activation, % at 3 µM; actives 0.02% (n = 360,000); AID 602247;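 active = activation above the run cutoff, the mean activation of all test compounds plus 3 SD, cut at about 40% in these data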;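 note: peak over basal fluorescence ratio in a 140 s read after ATP addition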
M5 PAM = potentiates acetylcholine response at human M5 receptor | activation, % at 3 µM | actives 0.3% (n = 360,000) | CHO-K1 hM5, Fluo-8 calcium, ACh EC20 PAM; 0% = ACh EC20, 100% = ACh EC100;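 active = activation above the run cutoff, the mean activation of all test compounds plus 3 SD, cut at about 18% in these data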
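Assay system – human M5 receptor in CHO-K1 cells · Read-out – % activation, ACh-normalized · Technique – Fluo-8 calcium fluorescence · Dosing – single-point, 3 µM nominal · Incubation – Fluo-8 loading 80 min at 37 °C plus 30 min room temperature · Repeats – singlicate, one well per test compound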
M1 ag parental = M1 agonist counterscreen hit in parental CHO-K1 cells; Fluo-8 calcium fluorescence; scaled to maximal ATP response, vehicle zero; activation, % at 3 µM; actives 0.48% (n = 360,000); AID 602248; in the data active = activation above about 15%;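 note: untransfected CHO-K1 host cells lacking M1 receptor as counterscreen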
Starred values were filed as active, the others as inactive.

SMILES	M4 antag	M4 PAM	CHO-K1 Ca antag	M5 ag	M4 ag	M5 antag	M1 PAM parental	M5 PAM	M1 ag parental
COC(=O)c1ccc2c(=O)n(Cc3ccc(C(=O)NCCCN4CCOCC4)cc3)c(=S)[nH]c2c1	2.7	5.0	-8.7	-6.0	1.2	6.0	0.9	1.2	0.4
Cc1ccc2cccc(OCC(=O)Nc3ccc(N4CCOCC4)cc3)c2n1	-20.4	-7.3	-11.8	-1.2	14.3	-7.2	3.9	-8.8	7.9
COc1ccc(C2=NN(C(=O)C(O)c3ccccc3)C(O)(C(F)(F)F)C2)cc1 (centres undefined)	-19.5	-3.0	-15.3	-1.8	-1.5	2.1	12.1	-1.8	-1.1
CCn1c(SCC(=O)c2ccc(NC(C)=O)c(OC)c2)nnc1-c1ccc(NS(C)(=O)=O)cc1	-1.9	1.5	-3.8	0.3	0.4	0.3	13.2	-0.8	-0.1
Cc1ccc(F)cc1NC(=O)CSc1nnc(CNC(=O)c2ccco2)n1C	-6.1	9.1	11.0	3.9	0.5	-0.3	-5.7	3.7	-0.2
Cc1ccc(Nc2nnc(-c3ccc(N4CCOCC4)c([N+](=O)[O-])c3)c3ccccc23)cc1	1.3	2.8	14.7	-0.5	-0.3	7.9	-5.7	-2.8	-0.8
CCn1cc(C(=O)OCc2ccc(F)cc2)c(=O)c2ccc(C)nc21	-9.8	14.6	-18.6	-3.4	0.8	-7.0	10.7	6.6	-0.4
O=C(c1ccc(Br)cc1)N1CCN(c2ccccn2)CC1	11.4	-3.7	-7.8	-0.2	2.3	-2.5	4.7	1.8	0.7
c1cc2ccc3ccc(CN4CCOCC4)c4ccc(c1)c2c34	-13.4	16.5	-8.3	-4.9	-2.5	-1.5	6.6	6.4	-0.5
C/C(=N\NC(=S)Nc1ccccc1)C1Cc2ccccc2C(=O)O1 (centres undefined)	-7.2	-1.8	-8.0	-4.3	0.9	1.9	16.3	-4.2	0.5
COc1cc(OC)c(NC(=O)/C=C/C(=O)O)cc1Cl	-16.7	7.0	-13.1	2.0	1.3	-8.6	27.1	3.4	0.7
Cc1ccc(-c2nc(N/N=C/c3ccccc3[N+](=O)[O-])c3ccccc3n2)cc1	-2.0	17.3	1.8	0.4	1.7	3.9	-6.5	-0.2	-0.5
O=C(Nc1ccc(Cl)cc1F)C1CCN(S(=O)(=O)c2cccnc2)CC1	5.9	-1.3	-11.1	-1.5	4.8	-3.9	9.4	-1.1	12.6
COc1cc(C(=S)N2CCCC2)cc(Cl)c1O	1.9	4.2	-8.8	-4.2	0.7	-9.8	-6.3	9.1	0.8
CC(=O)c1sc(NC(=O)CS(=O)(=O)c2ccc(F)cc2)nc1C	-11.7	7.7	0.6	5.1	0.6	-4.6	1.2	-2.6	0.2
Cc1ccc(NC(=O)C2CCCN(S(=O)(=O)c3cnc[nH]3)C2)cc1C (centres undefined)	5.2	-0.7	7.5	0.7	0.7	1.7	8.2	2.1	-0.5
CCc1cccc(C)c1NC(=S)NCc1ccccc1	1.3	13.5	9.3	-3.6	-0.7	-2.0	-3.3	4.5	-0.6
Cc1cc(OCC(O)CN)ccc1Cl (centres undefined)	-5.8	-3.5	-9.6	2.4	0.8	12.4	4.0	1.0	0.6
COc1ccc(CNC(=O)CCSc2ccc(F)cc2)cc1OC	0.3	4.6	-11.6	1.1	3.9	-5.0	16.1	-3.5	3.3
O=C(O)C1CC=CCC1C(=O)NC12CC3CC(CC(C3)C1)C2 (centres undefined)	-8.5	12.1	-5.0	0.7	0.4	-3.6	7.5	1.8	0.2

Brought forward from above: four entries, then new ones.
SMILES	M4 antag	M4 PAM	CHO-K1 Ca antag	M5 ag	M4 ag	M5 antag	M1 PAM parental	M5 PAM	M1 ag parental
CCc1cccc(C)c1NC(=S)NCc1ccccc1	1.3	13.5	9.3	-3.6	-0.7	-2.0	-3.3	4.5	-0.6
Cc1cc(OCC(O)CN)ccc1Cl (centres undefined)	-5.8	-3.5	-9.6	2.4	0.8	12.4	4.0	1.0	0.6
COc1ccc(CNC(=O)CCSc2ccc(F)cc2)cc1OC	0.3	4.6	-11.6	1.1	3.9	-5.0	16.1	-3.5	3.3
O=C(O)C1CC=CCC1C(=O)NC12CC3CC(CC(C3)C1)C2 (centres undefined)	-8.5	12.1	-5.0	0.7	0.4	-3.6	7.5	1.8	0.2
COc1ccccc1CC(=O)Nc1ccc(-c2nnc(-c3ccco3)o2)cc1	-0.7	-12.2	8.9	-0.2	12.1	6.9	3.9	-13.4	3.4
O=S(=O)(c1ccc(Cl)cc1)N1CCN(Cc2ccncc2)CC1	9.1	-4.4	-7.2	-3.1	-0.2	5.6	-22.6	-0.2	0.9
Cc1ccccc1Nc1nnc(SCC(=O)c2ccc(O)cc2O)s1	-8.8	-0.7	-8.2	2.2	5.2	-0.7	3.6	1.1	5.2
O=C(NCCCN1CCOCC1)c1ccc(Br)s1	8.9	-6.1	-9.7	-4.3	0.4	5.9	17.6	-3.1	0.5
Cc1ccc(S(=O)(=O)N2CCN(S(C)(=O)=O)C2C)cc1 (centres undefined)	-27.3	15.6	6.7	-1.0	0.3	-7.0	19.8	1.2	-0.2
O=C1/C(=C/c2ccc3c(c2)OCO3)Oc2cc(OCC(=O)N3CCC[C@H]3C(=O)O)ccc21	1.5	1.2	11.7	2.8	0.1	5.2	-2.9	-5.1	-0.2
CNCC[C@@H](Oc1ccccc1C)c1ccccc1	-6.0	-5.7	-7.1	-0.7	3.4	1.2	-5.0	-13.2	0.6
O=C(CNCc1cccc(Cl)c1)N1CCc2ccccc2C1	-1.5	0.9	-6.9	-2.1	1.5	6.2	-34.0	-4.9	0.4
CCC(C)N1C(=O)CCC1C(=O)NCc1ccc2c(c1)OCO2 (centres undefined)	2.8	-0.6	-5.8	1.1	0.5	0.1	29.8	-1.5	0.8
CC(=O)COC(=O)c1ccc2noc(-c3ccccc3)c2c1	8.8	-8.5	7.1	0.2	1.4	-0.4	-4.1	7.0	1.2
Cc1c(C)c(C)c2[nH]c(=S)[nH]c2c1C	0.0	5.8	-3.7	-0.7	-0.4	0.6	2.7	3.5	-0.4
COc1ccc(OC)c(-c2nn(-c3ccccc3)cc2C(=O)NC2(C)CCS(=O)(=O)C2)c1 (centres undefined)	-3.1	-3.4	3.9	-0.7	0.8	3.3	-2.5	0.4	0.1
O=C(O)/C(=C\c1ccccc1)c1ccc2ccccc2c1	4.3	9.0	-7.9	1.3	-1.3	-2.4	16.0	5.3	0.7
CCN1CCN(C(=O)c2ccc(CS(=O)(=O)Cc3ccccc3Cl)o2)CC1	-8.9	6.2	-7.7	-1.8	0.6	-2.1	13.3	3.1	0.9
COC(=O)c1ccccc1S(=O)(=O)N1CCC(NC(=O)c2ccccc2)CC1	0.1	0.4	-1.9	-1.2	1.6	12.6	6.5	-2.8	1.0
O=C(Cc1ccccc1Cl)Nc1nc2ccccc2[nH]1	11.1	-1.8	-9.4	-4.2	7.2	7.3	20.2	-3.8	1.3
Cc1cc(NC(=O)CN2C(=O)NC3(CCCCC3)C2=O)ccc1N1CCCC1	-3.7	-0.6	-0.7	0.7	0.0	-6.0	-1.2	15.7	0.6
O=C(O)c1ccccc1/C=N/n1c(C2CCCCC2)n[nH]c1=S	5.9	-9.9	-11.3	-4.5	0.3	2.1	2.6	-0.9	1.3
COC(=O)c1cc2occc2n1Cc1ccc(Cl)cc1	-4.2	-5.5	-28.5	-3.1	-2.9	-1.0	20.4	3.1	-0.1
Cc1nn(-c2ccccc2)c2sc(C(=O)OC3CCOC3=O)cc12 (centres undefined)	1.9	13.5	-8.3	-3.1	2.0	-0.4	11.9	-4.7	0.4

Entries of single compounds, looked up by structure.
COC(=O)c1ccccc1S(=O)(=O)N1CCC(NC(=O)c2ccccc2)CC1 is entered as M4 antag = 0.1; M4 PAM = 0.4; CHO-K1 Ca antag = -1.9; M5 ag = -1.2; M4 ag = 1.6; M5 antag = 12.6; M1 PAM parental = 6.5; M5 PAM = -2.8; M1 ag parental = 1.0
CCN1CCN(C(=O)c2ccc(CS(=O)(=O)Cc3ccccc3Cl)o2)CC1 is entered as M4 antag = -8.9; M4 PAM = 6.2; CHO-K1 Ca antag = -7.7; M5 ag = -1.8; M4 ag = 0.6; M5 antag = -2.1; M1 PAM parental = 13.3; M5 PAM = 3.1; M1 ag parental = 0.9

The results go on:
SMILES	M4 antag	M4 PAM	CHO-K1 Ca antag	M5 ag	M4 ag	M5 antag	M1 PAM parental	M5 PAM	M1 ag parental
COc1ccc(CNC(=O)C2CCN(S(=O)(=O)N3CCCC3)CC2)cc1	5.8	1.1	-3.6	-4.6	0.8	12.6	1.8	-1.8	2.0
COc1ccccc1C(CNC(=O)c1cccc(NS(=O)(=O)c2ccc(C)c(F)c2)c1)N(C)C (centres undefined)	3.1	-7.4	3.1	-8.2	0.4	66.2*	5.4	-35.1	0.5
CCN1CCN(C(=S)NC(=O)c2cccs2)CC1	-3.3	1.3	-11.9	-2.4	0.8	3.7	12.4	2.6	2.3
Cc1ccccc1N1OC2C(=O)N(c3ccc(F)cc3)C(=O)C2C1c1ccccn1 (centres undefined)	0.8	-3.6	-17.2	-0.6	7.3	8.0	9.5	-6.0	1.5
CCC(CC)C(=O)N(C)c1c(C)nc2c(OCc3ccc(Cl)cc3Cl)cccn12	-13.5	-6.6	-7.9	-1.1	5.2	6.1	12.2	-9.9	1.6
COc1cccc(NC(=O)CN(C)C(=O)c2cc(-c3ccccc3)nc3ccc(C)cc23)c1	12.1	-5.6	6.4	0.1	20.2	21.4	14.7	-21.1	4.8
COc1cccc(/C=N/n2cnnc2)c1OCc1ccccc1	5.8	-0.2	5.7	-1.3	0.0	-4.5	0.7	2.4	0.2
CN(C)S(=O)(=O)c1ccc(C(=O)Nc2ccnn2C2CCCCC2)cc1	-8.7	-5.5	-7.4	-3.9	11.9	8.5	25.6	-29.4	4.8
O=C(NCC(=O)N(Cc1ccccc1)C(C(=O)NCC1CCCO1)c1ccccc1)c1cccs1 (centres undefined)	11.9	-8.8	-18.6	7.0	23.7	7.2	1.7	-12.6	6.7
CCO[C@@H]1OC(C(=O)NCc2nc3ccccc3[nH]2)=C[C@H](c2cn(C(C)=O)c3ccccc23)[C@H]1CCCO	-12.4	8.7	-7.4	-6.2	1.3	9.8	5.5	-10.8	-0.8
O=S(=O)(Nc1ccc(Cl)cc1NS(=O)(=O)c1ccccc1)c1ccccc1	10.9	-8.6	-6.6	5.5	15.8	14.8	-11.9	-16.8	6.0
O=C(CSCc1ccc(Cl)cc1)Nc1ccccc1C(=O)N1CCOCC1	5.6	-4.8	2.0	1.1	1.5	-3.0	0.0	1.3	0.5
O=C(c1c[nH]c2ccccc12)N1CCN(Cc2ccccc2)CC1	-6.4	2.2	-10.3	1.9	3.9	11.1	12.5	-3.1	1.1
COc1ccc2c(Cl)c(C(=O)NCc3ccco3)sc2c1	-7.6	4.7	9.5	-4.3	-0.2	5.8	-4.6	-1.6	0.7
O=C(CSc1nc(=O)n(CCN2CCOCC2)c2c1CCC2)Nc1ccc(OC(F)(F)F)cc1	2.5	-0.4	5.0	-1.8	0.2	1.6	3.3	8.2	0.8
CCCn1nc2cc(C(=O)NC3CCc4ccccc43)ccc2c1OCC (centres undefined)	6.2	2.9	-21.1	-1.8	0.9	4.0	8.2	2.3	-0.3
NC(=O)C1CCN(C(=O)Cc2ccc([N+](=O)[O-])cc2)CC1	-15.4	4.0	3.9	2.0	0.5	4.3	11.6	6.9	0.2

Screening data (PubChem)
